Source: PubChem BioAssay
Mm-Cpn inhibitor: inhibitors of Methanococcus maripaludis chaperonin (MmCpn); Potency, µM (doses to about 76.9 µM), for the others: top-dose activity, negative = inhibition, usual class: inhibitors; actives 0.031% (n = 330,000); purified Mm-Cpn ATPase, ADP Transcreener TR-FRET; further: potency means the concentration at half of the fitted maximal effect; on the % scale 0 is the no-effect control and ±100 the full control effect; nearly all actives have a fitted effect of over 80% in size
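Purified archaeal Mm-CPN (25nM final) preincubated 10 min at 37degC with compound, then 10uM ATP for 30 min at 37degC; ADP measured by HTRF Transcreener TR-FRET; buffer 30 mM TRIS pH 7.4, 100mM KCl, 5mM MgCl2, 1mM DTT.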
pAkt inh: Akt phosphorylation inhibition. actives 0.32% (n = 360,000). Neuro2A IGF-stimulated pAkt S473 HTRF, 20 min; stronger effect = lower value. AID 651550. activity change, % for hits at 50 µM; in the data active means activity change below about -80%; inconclusive means mostly about -51% to -80%; further: on the % scale 0 is the no-effect control and ±100 the full control effect
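Neuro2A cells in DMEM with 0.5% FBS, overnight at 37 deg C, given compound at single 50 µM final, then IGF (6 nM final) for 20 min at 37 deg C. Lysed; phospho-Akt Ser473 by HTRF after 24 h, 665/615 ratio.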
FUS yeast rescue: FUS proteinopathy suppression in yeast | S. cerevisiae FUS-expressing, growth rescue, OD600, 24 h | Potency, µM (highest dose often 76.6 µM), inactives show at the highest dose growth rescue (activation), actives largely listed as activators | actives 0.24% (n = 390,000);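 further: potency means the concentration at half of the fitted maximal effect; plate controls were DMSO vehicle for no effect and reference control for full effect; nearly all actives have a fitted effect of over 55% in size; some results filed as inactive show a strong effect at the top dose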
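Read-out: OD at 600 nm after 24hr at 30C, reporting rescue of FUS-induced yeast toxicity. Cells at OD 0.005 in galactose (2%) minimal medium; compounds tested in a dilution series; CP55940 titration from 92uM final as control.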
GLP1R cytotox: cytotoxicity in counter-screen for GLP-1R inverse agonists; HEK293 cAMP-luciferase reporter cells, luminescence, 24 h; actives 0.13% (n = 410,000); Potency, µM (series often up to 38.3 µM), for the others: top-dose activity change, negative = inhibition, actives largely listed as inhibitors;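 further: loss of luciferase light is scored as toxicity; potency means the concentration at half of the fitted maximal effect; on the % scale 0 is the no-effect control and ±100 the full control effect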
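MLSMR compounds, 24 hr on cells at 37 deg C/5% CO2; luminescence after luciferase reagent (12 min RT). Inhibition counted as the undesired cytotoxic outcome.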
GLP1R inv ag: inverse agonists of human GLP-1 receptor; actives 1.6% (n = 410,000); Potency, µM (titrated, usually from 38.3 µM), for the others: at the top dose activity change, negative = inhibition, actives largely listed as inhibitors; P43220; HEK293 GLP-1R CRE-luciferase, luminescence, 24 h; GLP-1R form is constitutively active; further: potency means the concentration at half of the fitted maximal effect; on the % scale 0 is the no-effect control and ±100 the full control effect; nearly all actives have a fitted effect of over 55% in size
Target sequence (P43220 whole entry, looked up): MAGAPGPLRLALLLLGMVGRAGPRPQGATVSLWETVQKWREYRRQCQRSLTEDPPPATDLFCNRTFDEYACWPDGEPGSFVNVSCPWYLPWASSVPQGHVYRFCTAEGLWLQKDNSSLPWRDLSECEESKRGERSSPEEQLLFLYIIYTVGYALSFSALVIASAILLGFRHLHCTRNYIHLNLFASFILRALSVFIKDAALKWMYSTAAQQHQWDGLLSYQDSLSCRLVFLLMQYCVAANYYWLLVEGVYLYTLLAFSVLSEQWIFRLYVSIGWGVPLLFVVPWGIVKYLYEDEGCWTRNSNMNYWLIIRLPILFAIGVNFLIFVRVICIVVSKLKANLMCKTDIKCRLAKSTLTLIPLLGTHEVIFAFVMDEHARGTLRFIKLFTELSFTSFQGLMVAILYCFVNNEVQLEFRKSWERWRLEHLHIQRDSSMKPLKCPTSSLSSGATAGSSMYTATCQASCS
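Readout was luciferase luminescence, measured 12 min after detection reagent at room temperature. Beforehand, GLP-1R reporter HEK293 cells had sat 12 h, then received compounds for 24 hr at 37 deg C.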
Abeta rescue: compounds reversing amyloid beta toxicity in yeast; yeast expressing A-beta42, growth rescue, OD600, 48 h; response scale: 0% DMSO, 100% iron-clioquinol control; Potency, µM (highest dose often 46.1 µM), inactives show at the highest dose growth rescue, hits mostly activators; actives 0.063% (n = 410,000); further: potency means the concentration at half of the fitted maximal effect; nearly all actives have a fitted effect of over 55% in size
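Growth rescue measured by 600 nm absorbance after 48 h yeast culture at 30 C with compound. Values normalized between DMSO and an equimolar ferric chloride plus clioquinol control.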
TDP43 rescue: rescues yeast growth from TDP-43 toxicity | TDP-43 expressing yeast growth rescue, BacTiter-Glo, 24 h | Potency, µM (top dose mostly 46.1 µM), for inactives: at the highest dose growth rescue (activation), most hits filed as activators | actives 1.8% (n = 410,000) | AID 652104; further: potency means the concentration at half of the fitted maximal effect; % of control where 0% means no effect; nearly all actives have a fitted effect of over 50% in size
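Luminescence from BacTiter-Glo reports growth of TDP-43-expressing yeast after 24 hr at 30 deg C with compound. Cells were raffinose-pregrown to mid-log, then seeded in galactose medium at OD600=0.02.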
aSyn rescue: rescues yeast growth from alpha-synuclein toxicity. Yeast expressing alpha-synuclein, growth rescue, BacTiter-Glo, 24 h. Potency, µM (doses to about 46.1 µM), for the others: at the top dose growth rescue (activation), hits mostly activators. actives 0.14% (n = 370,000); further: potency means the concentration at half of the fitted maximal effect; % of control where 0% means no effect; nearly all actives have a fitted effect of over 65% in size
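Galactose-induced alpha-syn yeast (OD600=0.02, raffinose-pregrown) + pinned cpd, 24 hr, 30 deg C; growth by BacTiter-Glo luminescence. Growth restoration scores as activation.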
PTHR1 agonist: activates the human parathyroid hormone receptor PTHR1; actives 0.075% (n = 410,000); Potency, µM (top dose mostly 115 µM), inactives show at the top dose activation, usual class: activators; Q03431; HEK293 GP2 PTHR1 cells, GloSensor cAMP luminescence, 1 h; AID 743266; further: potency means the concentration at half of the fitted maximal effect; nearly all actives have a fitted effect of over 55% in size; some results filed as inactive show a strong effect at the top dose; inactives centre near -15; many of its hits are not listed in these tables
Target sequence (Q03431 whole entry, looked up): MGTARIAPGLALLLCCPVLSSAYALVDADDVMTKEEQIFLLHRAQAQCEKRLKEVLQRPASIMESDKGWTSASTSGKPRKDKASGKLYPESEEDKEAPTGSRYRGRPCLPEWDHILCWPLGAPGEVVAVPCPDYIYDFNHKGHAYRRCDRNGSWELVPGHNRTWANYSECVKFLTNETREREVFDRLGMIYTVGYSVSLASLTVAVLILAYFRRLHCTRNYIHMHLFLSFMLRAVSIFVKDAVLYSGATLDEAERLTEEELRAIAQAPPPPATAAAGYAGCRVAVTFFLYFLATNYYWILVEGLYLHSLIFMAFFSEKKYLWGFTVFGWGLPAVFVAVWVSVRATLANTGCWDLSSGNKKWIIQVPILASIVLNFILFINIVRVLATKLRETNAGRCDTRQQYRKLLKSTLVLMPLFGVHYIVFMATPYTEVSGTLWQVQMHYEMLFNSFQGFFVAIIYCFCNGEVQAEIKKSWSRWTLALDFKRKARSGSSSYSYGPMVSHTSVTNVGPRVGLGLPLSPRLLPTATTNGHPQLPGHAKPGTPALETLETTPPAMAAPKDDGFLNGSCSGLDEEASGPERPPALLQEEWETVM
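HEK-293-derived GP2 cells expressing PTHR1 and a GloSensor cAMP reporter, 3,000/well, plated overnight, given luciferin plus IBMX (each 0.5 mM as added) for 1 h at 37 °C, then compound for 1 h at 37 °C. Luminescence was read after 15 min at room temperature.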
Numbers without * were called inactive; i = inactive; ? = inconclusive; . = not tested or not shown; & = joins results of further samples; [ ] = dose if it differs, or a comment. Unless noted, the call rests on the fitted dose curve; in most records, active means well fitted curve in the direction sought with a large enough effect; inconclusive means small, poorly fitted or top-dose-only effect, or another doubt; inactive means no such curve, though single readings can be large; an effect the other way counts as inactive or inconclusive.

Compound,Mm-Cpn inhibitor,pAkt inh,FUS yeast rescue,GLP1R cytotox,GLP1R inv ag,Abeta rescue,TDP43 rescue,aSyn rescue,PTHR1 agonist
Cc1cc(Cl)ccc1NC(=O)CN1C(=O)NC2(CCCc3ccccc32)C1=O (configuration not stated),-1%,i,5%,2%,?,12%,15%,0%,i
COCC(C)NC(=O)CCc1nnc(C2(c3ccc(Cl)cc3)CCC2)o1 (configuration not stated),-3%,i,-2%,5%,2%,-14%,-13%,-1%,-26%
Cc1nc(CC(=O)Nc2ccc(C)c(C)c2)cs1,.,.,5%,12%,16%,15%,20%,.,-16%
O=C(N/N=C\c1ccoc1)c1ccco1,2%,i,-17%,8%,2%,2%,-2%,-5%,2%
CCOc1ccccc1N1CCN(S(=O)(=O)c2ccc(F)c(F)c2)CC1,3%,i,-4%,0%,?,15%,?,0%,-35%[inhibitor][57.5 µM]
CCn1c(=S)[nH]c2c(c1=O)C(C)(C)Cc1ccccc1-2,-7%,i,-17%,-25%,-26%,15%,23%,6%,-37%
O=C(CSc1ncccn1)Nc1ccc2c(c1)CCC2,1%,i,-6%,-14%,-2%,-9%,16%,0%,-53%[inhibitor]
COc1cccc(COc2ncnc3sccc23)c1,4%,i,-1%,10%[0.307 µM],-3%[0.307 µM],8%,?,24%,-53%[inhibitor]
COc1ccccc1NC(=O)NN1CCCCC1,0%,i,25%,-5%,?,9%,-1%,1%,i
Cc1nc2sc(C(=O)c3ccccc3)c(N)c2c(C)c1C,0%,i,10%,79%[activator],26%,-14%,4%,-1%,i
S=C(NCc1ccccc1)C(=S)NCc1ccccc1,.,i,-20%,3%,10µM*,8.9µM*,19%,-31%[inhibitor],i
Cc1ccccc1C(=O)NC1CC2CCCC(C1)N2Cc1ccc(Cl)cc1 (configuration not stated),2%,i,4%,-1%,-20%,8%,-1%,-2%,-7%
Cc1ccccc1Nc1sc(C(=O)c2ccc(F)cc2)c(N)c1C(=O)NCCc1ccccc1,.,.,52%,-18%,?,4%,?,.,-29%
O=C(CCN1C(=O)/C(=C\c2ccccc2)SC1=S)NNC(=O)c1ccncc1,0%,i,14%,2%,7%,-2%,-17%,-11%,2%
CC(C)Cc1nnc(NC(=O)CCC(=O)N2CCCCC2)s1,4%,i,-9%,-3%,-8%,-2%,13%,4%,i
CC1CCCN(CCCNC(=O)CN2C(=O)CSc3ccc(S(=O)(=O)N4CCOCC4)cc32)C1 (configuration not stated),-1%,i,-7%&-11%,-2%&19%,-10%&12%,16%&-7%,-7%&14%,0%,?
Cn1c(Cc2ccccc2)nnc1SCC(=O)NC1CC1,-2%,i,0%,-5%,2%,-11%,-13%,-1%,i
Cn1c(=O)c2[nH]c(C3CCCC3)nc2n(C)c1=O,.,i,-26%,3%,-5%,-11%,20%,?,-2%
CC(C)CN(C(=O)/C=C/c1nc2ccccc2s1)C1CCS(=O)(=O)C1 (configuration not stated),-1%,i,?,-3%,-7%,-2%,22%,3%,-14%
CC12C=CC(=O)C=C1CCC1C2C(O)CC2(C)C1CCC2(O)C(=O)CO (configuration not stated),.,i,-35%,3%,-26%,1%,8%,5%,-25%
C[C@H]1CN([C@@H](C)CO)C(=O)CCCn2nncc2CO[C@H]1CN(C)C(=O)Nc1ccnc(N2CCOCC2)c1,.,i,-15%,-27%,14%,6%,?,-6%,-22%
CC(=O)c1ccc(S(=O)(=O)N2CCC(c3nnc(SCCN4CCCC4)n3C)CC2)cc1,-4%,i,-6%,2%,-26%,-10%,0%,-5%,i
Cc1ccc(C)c(NC(=O)C(=O)NCCc2csc(-c3cccc(F)c3)n2)c1,.,.,-24%,-2%,-2%,-11%,14%,.,-22%
Cc1cc(C(=O)NCc2ccc(F)cc2)n(-c2ccccc2)n1,-11%,i,7%,-3%,-23%,4%,-2%,-4%,-1%

Taken from the entries so far (4 entries):
Compound,Mm-Cpn inhibitor,pAkt inh,FUS yeast rescue,GLP1R cytotox,GLP1R inv ag,Abeta rescue,TDP43 rescue,aSyn rescue,PTHR1 agonist
C[C@H]1CN([C@@H](C)CO)C(=O)CCCn2nncc2CO[C@H]1CN(C)C(=O)Nc1ccnc(N2CCOCC2)c1,.,i,-15%,-27%,14%,6%,?,-6%,-22%
CC(=O)c1ccc(S(=O)(=O)N2CCC(c3nnc(SCCN4CCCC4)n3C)CC2)cc1,-4%,i,-6%,2%,-26%,-10%,0%,-5%,i
Cc1ccc(C)c(NC(=O)C(=O)NCCc2csc(-c3cccc(F)c3)n2)c1,.,.,-24%,-2%,-2%,-11%,14%,.,-22%
Cc1cc(C(=O)NCc2ccc(F)cc2)n(-c2ccccc2)n1,-11%,i,7%,-3%,-23%,4%,-2%,-4%,-1%

Going on with the list.
Compound,Mm-Cpn inhibitor,pAkt inh,FUS yeast rescue,GLP1R cytotox,GLP1R inv ag,Abeta rescue,TDP43 rescue,aSyn rescue,PTHR1 agonist
NC1=NC2CS(=O)(=O)CC2S1 (configuration not stated),2%,i,12%,16%,8%,-2%,-7%,-3%,-19%
COc1cccc(C(C(=O)NC2CCCC2)N(C(=O)c2ccco2)c2ccc(C(C)=O)cc2)c1OC (configuration not stated),-1%,i,3%,2%,3%,-3%,-16%,-6%,i
COC(=O)c1c(NC(=O)c2c(Cl)cnn2C)sc(C)c1C,-1%,i,-31%,0%,28%,-15%,-6%,1%,-17%
CCOc1ccc(S(=O)(=O)NCCC(=O)NCC(c2ccccc2OC)N2CCCC2)cc1 (configuration not stated),-3%,i,18%,0%,?,-6%,-4%,-5%,i
NC(=O)CC(NC(=O)c1cccc(Br)c1)c1ccc(NCC2CC2)c([N+](=O)[O-])c1 (configuration not stated),1%,i,-12%,-4%,13%,-11%,13%,-1%,i
O=C(O)CC(NNC(=O)c1ccccc1)C(=O)Nc1ccc([N+](=O)[O-])cc1 (configuration not stated),3%,i,-6%,-4%,16%,13%,13%,-1%,i
Cc1ccc(C)c(S(=O)(=O)N2CCCOC2CNC(=O)C(=O)NCc2ccncc2)c1 (configuration not stated),2%,i,-15%,1%,8%,-3%,1%,2%,-8%
CC1CCN(S(=O)(=O)c2ccc3nc(-c4ccccn4)cc(C(=O)NCCN(C)Cc4ccccc4)c3c2)CC1,-2%,i,-11%,6%,10%,7%,15%,10%,-25%
COc1ccc(C2CC(c3ccccc3)=NN2c2ccccc2)c(C(=O)O)c1OC (configuration not stated),-6%,i,11%,115%[activator],?,5%,1%,-3%,i
CC(C)C(=O)Nc1nnc(S(=O)(=O)N(C)c2ccc(Cl)cc2)s1,-2%,i,31%,29%,-22%,0%,4%,-1%,i
CC(=O)Nc1cccc(NC(=O)c2csc(C)c2)c1,-1%,i,-15%,2%,9%,-6%,8%,4%,i
CCN(CC)CCCN(C(=O)c1cccc(C)c1)c1nc(-c2ccc(OC)cc2)cs1,-2%,i,26%,?,?,-4%,5%,1%,-12%

Retrieved by compound from the list above (3):
Compound,Mm-Cpn inhibitor,pAkt inh,FUS yeast rescue,GLP1R cytotox,GLP1R inv ag,Abeta rescue,TDP43 rescue,aSyn rescue,PTHR1 agonist
Cc1ccc(C)c(NC(=O)C(=O)NCCc2csc(-c3cccc(F)c3)n2)c1,.,.,-24%,-2%,-2%,-11%,14%,.,-22%
Cn1c(=O)c2[nH]c(C3CCCC3)nc2n(C)c1=O,.,i,-26%,3%,-5%,-11%,20%,?,-2%
COc1ccc(C2CC(c3ccccc3)=NN2c2ccccc2)c(C(=O)O)c1OC (configuration not stated),-6%,i,11%,115%[activator],?,5%,1%,-3%,i

Next section:
Compound,Mm-Cpn inhibitor,pAkt inh,FUS yeast rescue,GLP1R cytotox,GLP1R inv ag,Abeta rescue,TDP43 rescue,aSyn rescue,PTHR1 agonist
COc1ccc(CNC(=O)c2oc3c(c2C)-c2nn(Cc4ccc(Cl)cc4)cc2CC3)cc1,.,.,?,4%,?,0%,15%,.,-32%[inhibitor]
Cc1ccc(S(=O)(=O)N2CCN(CCNC(=O)C(=O)Nc3ccc(F)cc3)CC2)cc1,-2%,i,-8%,7%,7%,1%,-20%,1%,-19%
CCCNC(=O)c1oc2ccc3c(c2c1C)C=CC(C)(C)O3,?,i,25%,10%,?,2%,?,-17%,-40%[inhibitor]
COc1ccc2c(c1OC)C(=O)N(c1ccc(C)c(C)c1)C2=O,0%,i,14%,-21%,18%,4%,13%,-6%,-8%[57.5 µM]
COc1ccc(/C=N/NC(=O)c2cccc([N+](=O)[O-])c2)cc1OS(=O)(=O)c1ccc(C)cc1,-5%,i,24%,?,?,4%,?,-11%,i
CCOC(=O)C(C)CC(C)C(=O)N1CCOCCN(C(=O)C(C)CC(C)C(=O)OCC)CCOCC1 (configuration not stated),?,i,18%,-10%,-6%,14%,10%,12%,i
NS(=O)(=O)c1cc(Cl)c(Cl)c(S(N)(=O)=O)c1,2%,i,-29%,9%,4%,8%,9%,0%,-15%
COc1ccc(NC(=O)CCNS(=O)(=O)c2ccc3c(c2)CCN3C(=O)C2CC2)cc1Cl,.,.,16%,-10%,2%,-16%,-7%,-2%,-15%
O=C(Cn1c(-c2cccs2)cc2ccccc21)N1CCN(c2ccccc2F)CC1,.,.,27%,-1%,?,4%,0%,.,-53%[inhibitor]
COc1cc(OC)cc(C(=O)N=c2sc3ccccc3n2C)c1,0%,i,-46%,-7%,9%,22%,18%,-12%,-21%

This is a subset; the hit share may differ from the screen's.
